# STAT3 act – increases IL-6 driven STAT3 reporter signal | U3A cells, IL-6 STAT3-luciferase reporter, luminescence; 100% = signal with IL-6 EC80 alone | activation (% of control), % at 5.6 µM | actives 0.91% (n = 190,000);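 active means activation above the screen-wide mean of compound activation plus 3 SD, cut at about 130% in these data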;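 further: 0% = background luminescence of wells with medium and substrate only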
#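 Material: STAT1-lacking human U3A cells, STAT3 luciferase reporter | Benchmarks: IL-6-only wells as 100% reference | Probe or stimulus: IL-6 (33 ng/mL) | Timing: Compound 1 h, then IL-6 6 h at 37 °C | Detection: Luminescence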
# NF-kB expr up – raises NF-kB expression in human neuronal cells; AID 1239; NF-kB reporter expression; stronger effect = higher value; fold change at 12.5 µM; actives 1.6% (n = 190,000); in the data active means fold change above about 3.3
# STAT3 blocker – inhibitors of IL-6 induced STAT3 signaling; U3A cells, IL-6 STAT3-luciferase reporter, luminescence; host cell line lacks STAT1; inhibition, % at 5.5 µM; actives 0.89% (n = 190,000); AID 862;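 active means inhibition above the mean inhibition across all screened compounds plus 3 SD, cut at about 44% in these data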;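 further: 0% = DMSO only wells and 100% = 100 µM nifuroxazide control wells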
# RAM inhibit – yeast RAM network inhibition. inhibition, % at 50 µM. actives 1.8% (n = 190,000). S. cerevisiae dse1pr::URA3 reporter, 5-FOA growth OD615, 2 d; analog-sensitive cbk1-as2 kinase mutant strain;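 active means inhibition above a set limit, 3 SD over mean compound inhibition, cut at about 8.4% in these data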;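 further: 0% = DMSO-only wells with no growth and 100% = 10 µM 1-NA-PP1 full growth; inhibition rescues growth on 5-FOA so higher OD means more RAM inhibition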
# FLuc inhib CS – counter-screen for luciferase assay inhibitors: firefly luciferase inhibition; P08659; ATPLite firefly luciferase biochemical luminescence, 10 min; inhibition, % at 10 µM; actives 1.5% (n = 200,000); AID 1006;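 active means inhibition above about 50% when tested at 10 µM, limit read from the data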
# Target sequence (P08659 whole entry, looked up): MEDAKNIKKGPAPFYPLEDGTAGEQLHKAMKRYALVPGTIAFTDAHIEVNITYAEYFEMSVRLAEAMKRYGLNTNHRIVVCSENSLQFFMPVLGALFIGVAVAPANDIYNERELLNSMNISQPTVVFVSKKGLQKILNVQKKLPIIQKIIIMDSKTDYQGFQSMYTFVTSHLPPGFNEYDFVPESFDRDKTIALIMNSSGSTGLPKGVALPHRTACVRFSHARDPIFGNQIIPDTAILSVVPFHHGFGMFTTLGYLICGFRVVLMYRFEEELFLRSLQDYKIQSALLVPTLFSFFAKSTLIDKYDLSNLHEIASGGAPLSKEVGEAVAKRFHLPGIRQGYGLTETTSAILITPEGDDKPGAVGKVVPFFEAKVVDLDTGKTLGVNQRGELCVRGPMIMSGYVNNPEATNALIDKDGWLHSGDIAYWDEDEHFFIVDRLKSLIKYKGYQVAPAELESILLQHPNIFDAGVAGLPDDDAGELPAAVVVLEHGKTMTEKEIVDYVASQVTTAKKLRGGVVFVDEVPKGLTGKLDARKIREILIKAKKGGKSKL
# STAT1 inh – reduces IFN-gamma driven STAT1 reporter signal; AID 920; NIH 3T3 STAT1-luciferase reporter, luminescence; inhibition, % at 5.5 µM; actives 0.35% (n = 200,000);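 active means inhibition above a set limit, the mean inhibition across all tested compounds plus 3 SD, cut at about 34% in these data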;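 further: 0% = IFN-gamma with DMSO and 100% = IFN-gamma with 300 µM nifuroxazide; values of inactives mirror those of a sister screen read the other way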
# APP 5'UTR act – activates APP 5'UTR luciferase reporter; actives 1% (n = 190,000); activation, % at 2 µM; SH-SY5Y APP 5'UTR luciferase reporter, luminescence; zero percent = DMSO vehicle wells; AID 1276;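 active means activation above a set limit, based on mean plus 3 SD of controls, cut at about 140% in these data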; further: values of inactives mirror those of a sister screen read the other way
# Hsp70 act – Hsp70 transcriptional activation, primary screen; activation, % at 10 µM; actives 0.04% (n = 200,000); HeLa Hsp70 promoter luciferase reporter, luminescence; scaled: vehicle 0, proteasome-inhibitor control 100%;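 active means activation above the mean across all tested compounds plus 3 SD, cutoff set per campaign, cut at about 5.5% in these data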;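 further: 100% = MG132 at 30 µM as the positive control and 0% = DMSO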
# APP transl inh – APP translation inhibition; inhibition, % at 2 µM; SH-SY5Y APP 5'UTR-luciferase reporter, luminescence; actives 0.82% (n = 190,000); AID 1285;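 active means inhibition above a set limit, derived from the sample mean plus 3 SD, cut at about 45% in these data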; further: values of inactives mirror those of a sister screen read the other way
# STAT1 act – activators of IFN-gamma induced STAT1 signaling; NIH 3T3 STAT1-luciferase reporter, luminescence; 100% = IFN-gamma alone, no compound; activation (% of control), % at 5.5 µM; AID 932; actives 2.6% (n = 200,000);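 active means activation above the screen-wide mean activation plus 3 SD, cut at about 130% in these data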;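 further: raw ratio to IFN-gamma control signal so 100% means no change and 0% no light; values of inactives mirror those of a sister screen read the other way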
# * = called active by the depositor; nt = no result given; & = joins results of further samples. This is a random part of the collection; about 7.7% have a hit in one of these screens.
item	SMILES	STAT3 blocker	Hsp70 act	STAT3 act	FLuc inhib CS	STAT1 inh
1	CCOC(=O)c1c(NC(=O)c2cnn3c2NC(c2cccc(OC)c2)CC3C(F)(F)F)sc2c1CCCC2 (stereo not drawn)	-2	-0.6	105	4	4
2	COc1ccc(CN=Cc2c(C(=O)O)[nH]c3ccccc23)cc1	-24	0.1	126	-4	-3
3	CC1(C(=O)CSc2nc3ccccc3[nH]2)CCC(=O)O1 (stereo not drawn)	1	-0.1	101	-8	3
4	COc1ccc(NC(=O)CSc2nnc(C3CC3)n2C)cc1	17	0.0	91	-3	-1
5	COC(=O)N/C(C)=C1/NC(=O)c2ccccc2C(c2ccccc2)N1 (stereo not drawn)	4	-0.3	102	-2	-5
6	CN(C)C(=O)c1nc2ccc(Cl)cn2c1CN1CCN(c2ncccn2)CC1	5	0.1	101	-3	4
7	CCSc1nnc(NC(=O)CSc2nncc(=O)n2N)s1	5	-0.1	102	1	3
8	CNC(=O)c1cccn1-c1ccsc1C(=O)OC	21	0.2	92	-4	4

item	APP transl inh	STAT1 act	RAM inhibit	NF-kB expr up	APP 5'UTR act
1	-14	96	6.9	1.3	13
2	10	101	0.0	1.4	-10
3	-16	97	2.0	1.1	16
4	14	99	4.0	1	-14
5	5	105	1.9	1.3	-5
6	-1	97	-1.7	1.1	1
7	-1	96	2.5	1.3	1
8	3	96	1.0	1.3	-3

# The listing continues:
item	SMILES	STAT3 blocker	Hsp70 act	STAT3 act	FLuc inhib CS	STAT1 inh
9	O=C(COC(=O)CNC(=O)c1ccc(-c2ccccc2)cc1)NCc1ccco1	-6	0.2	107	8	-6
10	CN1C(C(=O)Nc2ccccn2)=C(O)c2ccccc2S1(=O)=O	15	-0.2&-0.1	89	2&3	6
11	O=C(Cn1cnc2c(oc3ccccc32)c1=O)NCc1ccco1	-9	-0.4	111	-8	1
12	CCOc1cc(C2C3=C(CCCC3=O)OC3=C2C(=O)CCC3)cc([N+](=O)[O-])c1O	5	-0.2	97	-6	-10
13	CCOc1ccc(C(=O)Nc2ccccc2N2CCCC2)cc1	12	0.0	93	1	-1
14	Cc1ccc(Cl)cc1NC1=NC(=S)N(C(C)C)C12CCCCC2	-1	-0.4	103	4	2
15	Cc1nc(SCC(=O)Nc2c(C)nn(C)c2C)c2cnn(-c3ccccc3)c2n1	44*	-0.1	65	-8	16
16	COc1cc(C(=O)Nc2nccs2)c(Br)c(OC)c1OC	1	-0.4	103	-4	-9

item	APP transl inh	STAT1 act	RAM inhibit	NF-kB expr up	APP 5'UTR act
9	3	105	2.2	1.3	-3
10	-1	95	-0.3	0.98	1
11	-5	99	1.2	1	5
12	-2	108	-0.3	0.93	2
13	-11	101	0.5	1.3	11
14	-31	98	1.6	1.2	31
15	-1	85	0.1	0.83	1
16	-8	108	2.3	0.54	8

# (cont.)
item	SMILES	STAT3 blocker	Hsp70 act	STAT3 act	FLuc inhib CS	STAT1 inh
17	CCOC(=O)C1=C(C)NC(=O)NC1c1cccnc1 (stereo not drawn)	-1	-0.3	105	-5	-3
18	O=C1NCCCC1C(=O)N/N=C/c1ccccc1 (stereo not drawn)	0	-0.3	104	-2	-1
19	C=CCn1c(SCC(=O)N2CCOCC2)nc(O)c(Cc2ccccc2)c1=O	-2	-0.4	105	-8	8
20	COc1cc(OC)cc(C(=O)NCc2n[nH]c(=S)n2-c2ccccc2OC)c1	5	-0.3	99	-1	3
21	COc1cc(OC)cc(C(=O)N2CCN(C(=O)c3ccc(-c4ccccc4)cc3)CC2)c1	1	-0.2	101	-4	7
22	CC(C)(C)C(=O)/C=c1\[nH]c(=O)/c(=C\c2ccc(C#N)cc2)s1	20	-0.3	91	-6	5
23	O=C(NCC1CCCO1)C1CCCCN1S(=O)(=O)c1ccc(F)cc1 (stereo not drawn)	4	-0.2	102	-5	0
24	CN(C)c1ccc(/C=N/NC(=O)c2ccccc2O)o1	-4	-0.4	104	45	1

item	APP transl inh	STAT1 act	RAM inhibit	NF-kB expr up	APP 5'UTR act
17	2	103	1.0	1.2	-2
18	2	101	0.9	1.2	-2
19	-7	92	3.0	1.7	7
20	-7	97	1.2	1.5	7
21	-8	92	-0.2	1.2	8
22	7	95	5.7	1.1	-7
23	-3	99	-0.5	0.94	28
24	-17	98	-0.4	1	17

# Full records, looked up by structure. Screens in order: STAT3 blocker | Hsp70 act | STAT3 act | FLuc inhib CS | STAT1 inh | APP transl inh | STAT1 act | RAM inhibit | NF-kB expr up | APP 5'UTR act
# Results for `CCSc1nnc(NC(=O)CSc2nncc(=O)n2N)s1` → 5 | -0.1 | 102 | 1 | 3 | -1 | 96 | 2.5 | 1.3 | 1
# Results for `CN(C)c1ccc(/C=N/NC(=O)c2ccccc2O)o1` → -4 | -0.4 | 104 | 45 | 1 | -17 | 98 | -0.4 | 1 | 17
# Results for `CC(C)(C)C(=O)/C=c1\[nH]c(=O)/c(=C\c2ccc(C#N)cc2)s1` → 20 | -0.3 | 91 | -6 | 5 | 7 | 95 | 5.7 | 1.1 | -7
# Results for `COc1cc(C(=O)Nc2nccs2)c(Br)c(OC)c1OC` → 1 | -0.4 | 103 | -4 | -9 | -8 | 108 | 2.3 | 0.54 | 8
# Results for `CN(C)C(=O)c1nc2ccc(Cl)cn2c1CN1CCN(c2ncccn2)CC1` → 5 | 0.1 | 101 | -3 | 4 | -1 | 97 | -1.7 | 1.1 | 1

# Going on with the list:
item	SMILES	STAT3 blocker	Hsp70 act	STAT3 act	FLuc inhib CS	STAT1 inh
25	CN(C)CCCNC(=O)c1cc(C(=O)Cc2ccccc2)c[nH]1	1	-0.2	105	-9	0
26	O=S(=O)(c1ccccc1)c1ncc(C(F)(F)F)cc1O	3	-0.4	101	2	4
27	CCCNC(=O)NC(=O)COC(=O)c1ccc(S(=O)(=O)N(C)c2ccccc2OC)cc1	21	0.7	85	-2	14
28	COc1ccc(/C=N/NC(=O)C2c3ccccc3-c3ccccc32)cc1	2	-0.1	96	-7	-6
29	CN(C)C(=O)c1cc(C(=O)c2ccccc2Cl)c[nH]1	5	-0.4	100	4	-7
30	CC(C)COC(=O)C(C#N)c1nc2ccccc2nc1N1CCN(Cc2ccccc2)CC1 (stereo not drawn)	0	-0.1	104	0	9
31	CN1C(=O)NC(c2ccccc2)C2=C1CN(CCc1ccccc1)C2=O (stereo not drawn)	3	-0.2	101	-8	0
32	O=C1C2CCCN2C(=O)N1CCCCN1CCN(CCO)CC1 (stereo not drawn)	6	0.0	99	-2	-8

item	APP transl inh	STAT1 act	RAM inhibit	NF-kB expr up	APP 5'UTR act
25	-21	98	-0.1	1.4	21
26	14	95	1.7	1.1	-14
27	-2	86	0.1	1.4	2
28	-4	106	3.1	0.93	4
29	-10	103	0.7	1.5	10
30	-9	91	0.3	0.94	9
31	2	100	-0.1	0.96	-2
32	0	107	0.8	1.1	0

# Additional results follow:
item	SMILES	STAT3 blocker	Hsp70 act	STAT3 act	FLuc inhib CS	STAT1 inh
33	Cc1cccc(N(CC(=O)NCc2ccccc2)C(=O)Cn2nnc(-c3ccc(C)o3)n2)c1	0	-0.6	103	-7	7
34	COc1c(OC(C)=O)ccc(/C=C/c2ccc3cccc(OCc4ccccc4)c3n2)c1[N+](=O)[O-]	-14	-0.2	109	18	-2
35	Cc1sc2nc(C)n(/N=C/c3ccccc3)c(=O)c2c1C	12	0.1	88	-5	2
36	COc1cc(CNCc2ccccc2)cc(Cl)c1OC	-5	-0.2	103	-7	5
37	O=C(Cc1coc2ccc3ccccc3c12)NCc1cccs1	1	-0.4	101	1	-2
38	CN(C(=O)COC(=O)c1cc(Br)c(Br)s1)C1CCS(=O)(=O)C1 (stereo not drawn)	1	-0.4	101	-8	10
39	O=C(COC(=O)c1ccc(F)cc1)Nc1cc(S(=O)(=O)N2CCOCC2)ccc1N1CCCC1	7	-0.1	96	-9	6
40	O=C(CC(O)(c1ccccc1)C(F)(F)C(F)F)c1cccs1 (stereo not drawn)	-2	0.1	105	-2	-2

item	APP transl inh	STAT1 act	RAM inhibit	NF-kB expr up	APP 5'UTR act
33	5	94	-0.4	0.85	-5
34	-37	102	7.1	1	37
35	1	98	-0.4	1.4	-1
36	6	95	-0.1	1.3	-6
37	7	102	1.2	1	-7
38	4	91	0.8	1.1	-4
39	-13	94	-1.1	1.3	13
40	-14	106	-0.1	1.4	15

# Later entries:
item	SMILES	STAT3 blocker	Hsp70 act	STAT3 act	FLuc inhib CS	STAT1 inh
41	CCOC(=O)C1CCN(C(c2cccnc2)c2c(NC(=O)c3ccco3)sc(C)c2C)CC1 (stereo not drawn)	50*	-0.4	58	0	6
42	COCCn1c(N)c(C(=O)OCc2ccccc2)c2nc3ccccc3nc21	23	0.4	84	0	6
43	CC1(C)OC(=O)C(=NNc2ccc(Cl)cc2)C(=O)O1	18	-0.4	84	2	-4
44	CCCN1CCC(NC(=O)Nc2cc(Cl)ccc2OC)CC1	8	-0.2	99	-5	-5
45	CN1CCC(N(C)C(=O)CCc2nc3ccccc3n2-c2ccccc2)CC1	15	-0.5	91	-8	-3
46	C=CCn1c(CNC(=O)c2ccco2)nnc1SCC(=O)Nc1cccc(F)c1	-1	-0.3	105	-9	2
47	O=C(COc1ccccc1)Nc1nc2ccccc2[nH]1	31	-0.1	76	48	-31
48	COc1cccc(N(C(=O)CNC(=O)c2ccco2)C(C(=O)NC2CCCC2)c2ccncc2)c1 (stereo not drawn)	0	-0.4	104	-1	6

item	APP transl inh	STAT1 act	RAM inhibit	NF-kB expr up	APP 5'UTR act
41	-9	94	-0.8	0.92	9
42	-6	94	1.1	0.55	6
43	nt	104	0.7	1.2	nt
44	0	102	0.7	0.96	0
45	-63	103	3.5	1.1	63
46	-15	95	0.2	1.1	15
47	-56	129*	3.5	2.6	56
48	-1	95	-0.1	0.99	1

# Following part.
item	SMILES	STAT3 blocker	Hsp70 act	STAT3 act	FLuc inhib CS	STAT1 inh
49	C=CCNC(=O)c1ccccc1CCc1ccccc1	14	-0.3	96	-6	8
50	Cc1cc(C)c(C#N)c(SCC(=O)OC2CCCCC2)n1	4	0.2	100	-1	7
51	O=C(Nc1ccccc1)N(O)c1ccc(Cl)cc1	-6	0.2	108	26	-10
52	COc1ccc(Cc2nnc(NS(C)(=O)=O)s2)cc1	-2	-0.3	107	-5	2
53	C/C(CC(=O)NC1CCCCC1)=N\NC(=O)COc1ccc(C)cc1Br	6	-0.1	99	-3	-17
54	Cn1c(=O)c(C(=O)CCl)c(N)n(Cc2ccccc2)c1=O	4	0.2	94	-3	8
55	CN(C(=O)COc1ccccc1)c1nc(-c2ccc(F)cc2)cs1	11	-0.4	95	-7	0
56	Cn1c(Cn2nnc3ccccc32)nnc1SCC(=O)N1c2ccccc2CCc2ccccc21	5	0.5	101	-6	6
57	O=C(NCc1ccccn1)C1CCCCC1	5	-0.3	104	1	1
58	O=C(c1ccc(Br)s1)N1CCN(c2ncccn2)CC1	13	-0.1	91	-10	1
59	CCOC(=O)C1CCN(C(=O)Nc2ccc(Cl)cc2)CC1	-2	0.5	107	-2	-9

item	APP transl inh	STAT1 act	RAM inhibit	NF-kB expr up	APP 5'UTR act
49	-17	93	-0.4	1.1	17
50	-17	95	2.3	0.82	17
51	-21	109	0.8	3.3	21
52	14	98	1.5	1.2	-14
53	-7	114	-0.2	0.93	7
54	2	93	0.9	1.3	-2
55	-5	102	5.6	1.2	5
56	3	95	4.3	1.4	-3
57	-2	99	0.6	1.4	2
58	-22	100	0.6	0.94	22
59	0	108	0.6	1.6	0
